XiGFP reactiv – activators of X-chromosome reactivation in mouse fibroblasts; XiGFP mouse fibroblasts, % GFP-positive cells imaging, 3 d; cells co-treated with 5-aza-dC sensitizer; scaled so ellipticine positive control = 100%; activation, % at 7.58 µM; 360,000 compounds, 0.055% hits;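 active means mean normalized replicate activation at least 10% and every replicate at or above 10%; inconclusive means only one of the two criteria met; inactive means mean below 10% and not all replicates reach 10%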;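 further: 0% = median of on-plate neutral control wells and 100% = ellipticine 6 µM median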
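Material: SV40-immortalized XiGFP fibroblast cells, line 68-5-11 | Buffer or medium: DMEM containing 5-aza-dC | Dosing: One concentration, pinned | Times: 3 d treatment, 15 min room-temperature fixation | Controls: Ellipticine 6 µM positive control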
esBAF inh – SWI/SNF esBAF complex inhibition; mouse ES cells, Bmi1-luciferase knock-in reporter, 24 h; 100% = twice the neutral-well signal; reporter increase, % at 12.5 µM; 350,000 compounds, 2% hits; AID 602393; in the data active means activation above about 40%; inconclusive means no clear call, values can overlap the other calls;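 further: 0% = median of the plate's neutral control wells and 100% = double that signal; a rise in the Bmi1 reporter signal indicates esBAF inhibition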
RAD54 branch – RAD54 (human) branch migration inhibition. inhibition, % at 10.4 µM. Q92698. RAD54 Holliday junction branch migration, FAM/BHQ fluorescence. AID 602329. 360,000 compounds, 0.14% hits;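 active means mean normalized replicate activity at least 40 and at least half of replicates scoring 40 or more; inconclusive means only one of the two criteria met; inactive means mean below 40 and under half of replicates reaching 40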;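 further: 0% = median of neutral control wells and 100% = median of positive control wells; inhibitors cause a drop in the FAM fluorescence signal; in these data hits start at about 50%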
FN deposit inh – fibronectin deposition inhibition | AH1F fibroblasts, Alexa488-fibronectin deposition fluorescence, overnight | 350,000 compounds, 0.086% hits | inhibition, % at 12.6 µM;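 active means mean inhibition across replicates of 30% or more, regardless of how many single replicates reach that level; inconclusive means mean under 30% yet at least half of replicates reach 30%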;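 further: positive control wells lacked labelled fibronectin entirely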
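Assay system: AH1F fibroblast monolayer, labelled fibronectin deposition. Amount: 10000 cells per well. Also added: labelled fibronectin 24 nM. Compound: single-point pinned compound. Incubation: cell attachment 1 h, compound and FN exposure overnight. Detection: fluorescence after three HBSS washes, excitation 485 nm, emission 525 nm. Read-out: inhibition of fibronectin deposition signal.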
E-selectin induc – E-selectin induction on HUVECs | 260,000 compounds, 0.37% hits | HUVEC E-selectin immunofluorescence imaging; normalized: neutral wells 0, TNF-alpha wells 100 | P16581 | activation, % at 7.58 µM;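 active means mean E-selectin-positive cell signal at least 10% of the positive control, reached in at least 60% of replicates, without over 20% cell loss; inconclusive means no rule given, readout overlaps actives, possibly toxicity-flagged; inactive means the rest, including those meeting only one limit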;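 further: in these data hits start at about 27%; measured in HUVEC primary endothelial cells; signal is the percent of cells scored E-selectin positive by PE staining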
Target sequence (P16581 whole entry, looked up): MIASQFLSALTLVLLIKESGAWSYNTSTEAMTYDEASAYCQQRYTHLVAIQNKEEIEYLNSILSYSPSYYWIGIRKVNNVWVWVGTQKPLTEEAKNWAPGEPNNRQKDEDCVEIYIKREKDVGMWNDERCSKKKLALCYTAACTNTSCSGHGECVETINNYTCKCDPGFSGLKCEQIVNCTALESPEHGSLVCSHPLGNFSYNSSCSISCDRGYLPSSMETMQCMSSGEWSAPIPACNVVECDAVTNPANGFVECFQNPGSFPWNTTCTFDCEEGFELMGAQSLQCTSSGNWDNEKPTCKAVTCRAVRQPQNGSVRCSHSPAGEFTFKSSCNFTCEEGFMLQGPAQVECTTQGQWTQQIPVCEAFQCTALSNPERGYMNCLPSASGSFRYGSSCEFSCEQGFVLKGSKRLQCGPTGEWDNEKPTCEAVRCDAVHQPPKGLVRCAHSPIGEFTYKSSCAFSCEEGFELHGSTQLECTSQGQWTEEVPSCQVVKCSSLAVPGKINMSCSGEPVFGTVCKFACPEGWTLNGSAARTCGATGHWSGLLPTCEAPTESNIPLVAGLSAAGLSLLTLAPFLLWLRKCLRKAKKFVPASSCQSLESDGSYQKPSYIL
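Material: HUVEC primary endothelial cells; Amount: 3,000 cells per well; Dosing: single concentration; Medium: EGM-2 growth medium on 0.1% gelatin-coated wells; Read-out basis: percent E-selectin-positive cells; Signal: immunofluorescence imaging; Control set: TNF-alpha, DMSO.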
EWS-Fli block – inhibitors of EWS/Fli oncoprotein transcriptional activity | A673 NR0B1-luciferase reporter, viability-normalised | inhibition, % at 12.6 µM | 350,000 compounds, 0.67% hits;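 active means mean inhibition of at least 50% after viability correction, with every replicate also passing that limit; inconclusive means mean reaches 50% but only one of two replicates passes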;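 further: firefly luciferase signal divided by Alamar Blue viability fluorescence both relative to DMSO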
S100A4 inh HTS – inhibitors of human S100A4 binding to myosin IIA peptide; P26447; 360,000 compounds, 0.14% hits; AID 652163; S100A4/TAMRA-MyoIIA peptide fluorescence polarization; inhibition, % at 10.7 µM;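 active means mean inhibition of at least 70% across replicates, with every replicate also reaching that level; inconclusive means mean inhibition reaches 70% but some replicates fall short; inactive means mean inhibition below 70%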
Target sequence (P26447 whole entry, looked up): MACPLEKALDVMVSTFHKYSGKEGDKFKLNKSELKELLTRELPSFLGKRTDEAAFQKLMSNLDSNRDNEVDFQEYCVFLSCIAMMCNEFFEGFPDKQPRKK
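Compound dosing: one dose per compound; test system: human S100A4 monomer with TAMRA-labelled myosin IIA peptide; probe or stimulus: TAMRA-labelled myosin IIA heavy-chain peptide probe, 5 nM; medium: HEPES buffer with Ca2+, pH 7.2; schedule: 5 min incubation before reading; benchmarks: neutral control DMSO, positive control TFP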
RAD52 inh – RAD52 (human) annealing inhibition; 360,000 compounds, 0.46% hits; recombinant RAD52 DNA annealing, FRET fluorescence; P43351; inhibition, % at 18.7 µM;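 active means every replicate showing at least 50% inhibition; inconclusive means mean inhibition at least 50% but not in every replicate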
An asterisk follows results filed as active; ? = inconclusive; · = no result given; & = joins results of further samples.

smiles,XiGFP reactiv,esBAF inh,RAD54 branch,FN deposit inh,E-selectin induc,EWS-Fli block,S100A4 inh HTS,RAD52 inh
CCc1ccccc1NC(=O)CNC(=O)CSC(=S)N1CCCC1,0.0,4,3,·,-0.1,-4,-1,-18
C[C@@H]1CN([C@H](C)CO)C(=O)c2cc(NS(=O)(=O)c3ccc(Cl)cc3)ccc2O[C@@H]1CN(C)C(=O)Nc1ccc(F)cc1,-0.9,4,-3,·,0.5,2,4,9
CCOc1ccc(-c2n[nH]c(=S)n2/N=C/c2cc3c(cc2[N+](=O)[O-])OCO3)cc1,0.0,·,-2,2,2.2,·,·,·
COc1ccccc1C1CN(c2ccccc2)N=C1c1cccs1 (stereo unspecified),·,1,6,·,·,-18,-5,-50
Cc1cc(C)nc(NC(=O)c2cc(Br)ccc2Cl)n1,0.3,·,·,-8,0.3,-3,5,-13
O=C(CSc1ncn[nH]1)NCCc1ccc(Cl)cc1,0.1,2,-1,1,0.3,-11,-1,-15
CC(=O)n1cc([C@H]2C=C(C(=O)N3CCN(Cc4ccc5c(c4)OCO5)CC3)O[C@@H](OCc3ccc(CO)cc3)C2)c2ccccc21,0.0,-3,-12&1,-10,-0.5,29&14,0&-9,-49&-58
COC(=O)c1cc(NC(=O)Nc2ccccc2)ccc1Cl,0.2,·,-15,-2,·,0,4,-8
Cc1ccsc1/C=N/NC(=O)c1cccc(S(=O)(=O)Nc2ccccc2Cl)c1,-0.1,·,·,-1,·,-10,1,4
C#CC(C)OC(=O)Nc1cnccc1C(F)(F)F (stereo unspecified),0.3,2,-4,5,·,3,-2,-13
Cc1ccc2oc(C(=O)NCc3ncc(C)[nH]3)c(C)c2c1,0.3,10,2,4,·,16,7,-8
C/C(=C/C(=O)N1CCN(C)CC1)C(=O)O,0.0,·,·,2,·,9,3,-12
COc1ccc(CN(C)C[C@@H]2Oc3ccc(NC(=O)Cc4cn(C)c5ccccc45)cc3CC(=O)N([C@H](C)CO)C[C@@H]2C)cc1,0.1,4,11,·,0.7,-9,7,-10
O=C(NCc1cccnc1)c1ccc(-c2ccc(Cl)cc2)o1,0.2,·,·,·,·,11,2,-8
COc1ccc(C2C(=O)N(C3CCCCC3)CC(=O)N2Cc2ccc3c(c2)OCO3)cc1 (stereo unspecified),·,1,-3,·,·,-7,6,-6
Cc1ccccc1C(=O)NCCN1CCOCC1,0.0,·,·,1,·,-8,1,-9
O=C(CN1CCN(c2ccc(O)cc2)CC1)Nc1cc(S(=O)(=O)N2CCCC2)ccc1Cl,0.1,·,·,5,-1.3,8,-2,-9
CCOC(=O)c1cc(OC(=O)Cc2ccc(OC)c(S(=O)(=O)N3CCOCC3)c2)cc(C(=O)OCC)c1,0.0,3,0,2,-0.1,5,5,-40
CCCCn1nnnc1SCC(=O)Nc1cccc(C)c1,0.3,-1,3,-2,0.1,4,-1,-9
COCc1cccc(-c2csc(C(C)(O)c3cccc(OC)c3)n2)c1 (stereo unspecified),0.0,2,-15,3,0.0,0,3,-9
C=CCN1C=CC(=O)[C@@H](OC(=O)Nc2ccc(Br)cc2)[C@H]1c1ccccc1Br,0.1,-1,-9,0,1.3,-9,-1,1
C[C@@H]1CN([C@@H](C)CO)C(=O)Cc2cc(N(C)C)ccc2O[C@@H]1CN(C)C(=O)Nc1ccccc1,0.0,-2,-13,·,·,-7,0,-1
O=C1NC(=O)/C(=C\c2ccccc2OCc2ccc([N+](=O)[O-])cc2)N1,0.2,7,-3,4,0.1,-3,-3,-11
COc1ccc(C(=O)N/N=C/c2ccc(OC)c(COc3ccccc3)c2)cc1,0.1,2,-4,·,-0.1,·,0,1
Cc1ccc(OCC(=O)Nc2ccc3c(c2)C(=O)NC3=O)c(C)c1,0.2,16,2,3,-0.2,3,14,-13
Cc1ccccc1-c1ccc([C@H]2[C@@H](CO)N3C(=O)CN(C(=O)c4ccccc4)C[C@@H]23)cc1,0.2,·,·,·,-0.4,-8,11,-15
C=C(C)CN(CC)C(=O)CSc1ccc(S(=O)(=O)N2CCN(C)CC2)cn1,0.2,·,-11,4,0.0,6,-10,-13
Cc1noc(C)c1S(=O)(=O)Nc1ccc2c(c1)C(=O)N([C@@H](C)CO)C[C@@H](C)[C@@H](CN(C)S(=O)(=O)c1cccs1)OCCCC[C@@H](C)O2,-0.1,5,5,-10,·,-8,·,·
O=C(NCC(c1ccco1)N1CCCC1)c1cn(Cc2ccccc2)nc1-c1ccccc1 (stereo unspecified),0.1,11,-3,10,·,-3,-2,-94
COc1ccc(NC(=O)N(C)C[C@H]2Oc3ccc(NS(C)(=O)=O)cc3CC(=O)N([C@H](C)CO)C[C@H]2C)cc1,0.0,6,3,-3,0.0,1,-3,10
O=C(N=C1SC2CS(=O)(=O)CC2N1CCc1ccc(F)cc1)C1CCCCC1 (stereo unspecified),0.1,-5,6,-6,·,·,2,-3
COc1cccc(/C=N/NC(=O)C(C)Cn2cnc3ccccc32)c1 (stereo unspecified),0.2,·,-2,5,·,2,-2,-5
Cc1ccc(S(=O)(=O)N2CCOCC2)cc1C(=O)Nc1cccc(C(=O)NC2CC2)c1,0.0,4,-2,5,-0.3,1,2,-15
CS(=O)(=O)c1ccc(S(=O)CC(=O)OCc2ccccc2)c([N+](=O)[O-])c1 (stereo unspecified),?,·,·,0,·,64*,-2,-10
COCC#Cc1cnc2c(c1)C(=O)N([C@H](C)CO)C[C@@H](C)[C@H](CN(C)Cc1ccccc1F)O2,-0.4,-3,·,-10,0.2,6,·,·
Cn1c(=N)n(CC(=O)c2ccc(Br)cc2)c2ccccc21,-0.1,·,·,4,·,10,2,8
c1ccc(-c2ccc3cnccc3n2)cc1,0.1,52*,2,0,-1.8,-45,-6,-24
COc1ccc(CN(C)C[C@@H]2OCCCC[C@H](C)Oc3ccc(NC(=O)NC(C)C)cc3C(=O)N([C@H](C)CO)C[C@@H]2C)cc1,0.0,-3,0,·,0.1,-5,24,10
COc1ccc(NC(=O)N(C)C[C@@H]2OCCCC[C@@H](C)Oc3ccc(NS(=O)(=O)c4cn(C)cn4)cc3C(=O)N([C@@H](C)CO)C[C@H]2C)cc1,0.0,12,0,·,-0.1,-1,9,-3
CN1CCCC(CC2Oc3ccccc3Sc3ccccc32)C1 (stereo unspecified),-0.1,0,7,-10,·,22,-4,24
COc1ccc(-n2c(N)c(Br)c(=O)[nH]c2=O)cc1,·,-5,12,·,·,5,-2,-2
CNC[C@H]1OCCCC[C@@H](C)Oc2ccc(NC(=O)CCC(F)(F)F)cc2C(=O)N([C@@H](C)CO)C[C@@H]1C,-0.5,1,·,·,0.3,-3,·,·
CC1=NN(c2ccccc2)C(=O)/C1=C/C=C/C=C/N(C)C,0.0,·,·,0,-0.6,-101,-63,-317
CC(OC(=O)c1nsc(Cl)c1Cl)C(=O)NCCc1ccccc1 (stereo unspecified),0.4,-12,5,-1,29*,-5,-2,-11
CCCCn1nnnc1C1(C)CCC(=O)N1Cc1cc(OC)ccc1OC (stereo unspecified),0.2,·,·,-5,4.3,-9,2,-9
COc1ccc2[nH]cc(CCNC(=O)c3ccco3)c2c1,·,10,-2,·,·,3,5,-5
C=CCC(O)(CC=C)CNC(=O)C1CCC(=O)N(CCCc2ccccc2)C1 (stereo unspecified),0.1,-1,-11,3,0.0,7,4,-3
CC(=O)c1cccc(NC(=O)COC(=O)c2ccccc2C)c1,0.0,44*,-6,-2,-0.1,-82,0,-10
Cc1cc(C)c(NC(=O)CN(C)C(C)C(=O)N2CCc3ccccc32)c(C)c1 (stereo unspecified),-0.1,-3,·,3,-0.5,6,-3,-1
COc1ccc(CCNc2nc(C)cc(C)c2C#N)cc1OC,0.0,3,-3,1,-0.1,10,-5,-23

The list continues.
smiles,XiGFP reactiv,esBAF inh,RAD54 branch,FN deposit inh,E-selectin induc,EWS-Fli block,S100A4 inh HTS,RAD52 inh
CC(C)NC(=O)Nc1ccc2c(c1)CC(=O)N([C@@H](C)CO)C[C@H](C)[C@H](CN(C)Cc1ccncc1)O2,-0.6,-7,-4,5,-0.1,6,-1,1
COc1ccc(C2CC(c3ccc(C)cc3)Nc3ncnn32)cc1 (stereo unspecified),0.3,9,-4,-5,1.0,-3,2,-6
O=C(CN1CCOCC1)N[C@@H]1CC[C@@H](CCNC(=O)C2CCCCC2)O[C@H]1CO,0.1,-1,-1,-1,-0.2,2,-2,-19
O=C(C[C@@H]1C[C@@H]2c3cc(NC(=O)c4cccnc4)ccc3O[C@@H]2[C@@H](CO)O1)NCc1cccc(F)c1,-0.1,2,-1,-7,-0.6,2,1,3
C[C@H]1CN([C@@H](C)CO)S(=O)(=O)c2ccc(Br)cc2O[C@@H]1CN(C)C(=O)Cc1ccccc1,-0.2&0.0,-3&2,-3&7,-10,0.6&2.3,-4&3,1&-2,0&21
CS(=O)(=O)c1ccc(C(=O)Nc2ccc(-c3nc4ccccc4[nH]3)cc2)cc1,0.0,37,1,-5,-0.3,·,-5,-9
COc1ccc(Br)cc1CN(C)CC(=O)Nc1cc([N+](=O)[O-])ccc1OC,0.0,·,9,4,0.8,·,·,·
COc1ccccc1CCC(=O)N(C)CC(=O)Nc1ccc(Cl)c(C(F)(F)F)c1,0.3,·,-6,-1,·,2,-2,-26

Screening data: PubChem BioAssay, Broad Institute
